Autophagy mod: autophagy modulation, high-content screen. MEF GFP-LC3 puncta imaging; test concentration mostly 10 µM. calls only at 10 µM (by protocol). hit rate 0.98% among 190,000. AID 463193;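 active means percentage of spot-positive cells more than 3 SD above its plate mean, without a fluorescence outlier flag or 80% toxicity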;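 further: spot-positive cell cutoff set from DMSO-treated cells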
ER stress rescue: protection against thapsigargin-triggered cell killing – 384-well, CSM14.1, ATP luminescence, primary screen (AID 1222). CSM14.1 thapsigargin-induced death rescue, ATP luminescence; higher % means a stronger effect. cellular ATP content (survival), % at 20 µM, or EC50 in µM where a hit was titrated. 190,000 tested, under 10 active;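 active means EC50 below 50 µM in the dose-response confirmation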;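 further: death triggered by thapsigargin at about 15 µM added after 2 h compound pretreatment; cell ATP read after overnight thapsigargin exposure of roughly 18 to 22 hours; normalized against plate controls of thapsigargin alone and 5% DMSO vehicle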
Yfh1-off respiration: mitochondrial function rescue without frataxin homolog – Friedreich's ataxia, plus single-dose screen, dose response (AID 1465) | S. cerevisiae Yfh1-off respiration, WST-1 reduction, 72 h; higher fold induction means a stronger effect | one-dose fold induction at 50 µM; EC50 in µM for titrated hits | hit rate 0.074% among 220,000;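 active means fold induction of absorbance versus untreated yeast above a set limit, then at least 30% activation at any dose in follow-up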;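 further: activators that raise dye reduction in frataxin-depleted yeast; strong numbers were not always called active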
P. falciparum M1AAP: P. falciparum M1AAP inhibitors, biochemical, fluorogenic H-Leu-NHMec substrate, 1536-well (AID 1445); recombinant M1AAP, H-Leu-NHMec fluorogenic kinetic assay; higher % means a stronger effect; one-dose inhibition, % at 30 µM; IC50 in µM for titrated hits; hit rate 0.42% among 220,000;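 active means primary inhibition above the hit cutoff, then over 50% inhibition at one or more dose response concentrations, cut at about 23% in these data, passing the limit was not always enough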;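 further: plate controls were DMSO full reaction for no effect and no enzyme background for full effect; strong numbers were not always called active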
Hep lipid drop: hepatic lipid droplet formation modulation | inhibition, % at 6.5 µM | hit rate 0.4% among 240,000 | AML12 mouse hepatocytes, oleate lipid droplets, BODIPY imaging;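 active means lipid droplet intensity inhibited by at least 50%, with more than 500 cells counted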
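Technique: fluorescence imaging, 20x objective, two fields per well / Assay system: AML12 hepatocytes (mouse) / Measure: % inhibition of lipid droplet signal / Doses: 6.5 µM single-point dosing / Incubation: overnight exposure / Reagent: 100 µM oleic acid challenge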
Dynein cargo inh: dynein cargo transport inhibition; 3617.4 mouse cells, GR-EGFP nuclear translocation imaging; test concentration mostly 20 µM; stimulated with dexamethasone, 1 µM; hits give low values; z-score, hits read low; hit rate 0.47% among 220,000;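 active means plate z-score of nuclear minus cytoplasmic receptor signal below a set negative limit, without overly bright fluorescence or cell loss, cut at about -3.5 in these data, passing the limit was not always enough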;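 further: z-score of nuclear minus cytoplasmic ring GR-EGFP intensity difference per well; some compounds called inactive have numbers as strong as hits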
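Medium: Induction medium lacking tetracycline, stripped serum | Probe or stimulus: 1.0 µM final dexamethasone stimulus | Schedule: 48 h induction, then 1 h compound, then 30 min agonist, 37 °C | Signal: Automated 10x imaging of fixed Hoechst-stained cells | Evaluation: Per-cell GR-EGFP intensity, nucleus versus surrounding cytoplasmic ring, well-averaged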
MT stabilizer: microtubule stabilizers in HeLa cells | AID 2205 | % tubulin-high responders, % at 10 µM | hit rate 0.83% among 200,000 | HeLa tubulin immunostaining HCS, 24 h; share of cells brighter than vehicle mean+2SD;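 active means plate Z-score above 3 for both tubulin-high and condensed-nucleus cell shares, with cell loss under 80%, at 10 µM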;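 further: anti alpha tubulin signal scored within the nucleus-defined area of each cell; some results filed as inactive read as strong as hits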
Insulin prom up: MIN6 insulin promoter up-regulation; AID 1625; MIN6 insulin promoter-GFP reporter, high-content imaging; hits give high values; z-score at 5 µM; hit rate 0.3% among 190,000;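 active means z-score above 3 at 5 µM with at least 500 cells counted in the well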
M17LAP inhibition: P. falciparum M17LAP inhibitors, primary screen, biochemical, fluorogenic H-Leu-NHMec substrate, 1536-well (AID 1619); recombinant M17LAP, H-Leu-NHMec fluorogenic kinetic assay; higher % means a stronger effect; hit rate 0.38% among 220,000; inhibition, % at 30 µM; hits with a dose series show IC50 in µM;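 active means compound inhibiting the enzyme by more than half at any dose during confirmatory dose-response retesting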;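 further: plate controls were full reaction with DMSO carrier for no effect and no enzyme background for full effect; strong numbers were not always called active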
Dynein cargo inh cytoplasmic EGFP: also measured in Dynein cargo inh; calls as there; z-score; measured here: cytoplasmic GR-EGFP intensity; hits give high values
Dynein cargo inh nuclear GR-EGFP: further read-out of Dynein cargo inh, marked with its call; z-score; measured here: nuclear GR-EGFP intensity;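 lower value marks the stronger effect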
Dynein cargo inh cell count: also measured in Dynein cargo inh; calls as there; z-score; measured here: cell count per field
Insulin prom up cell count: further read-out of Insulin prom up, marked with its call; cell count; measured here: cytotoxicity, nuclei count;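 total cells summed across four imaged fields per well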
Hep lipid drop cells 6.5 µM: recorded beside Hep lipid drop, whose call it bears; cell count; measured here: cell count, cytotoxicity flag;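 cells counted across two imaged fields per well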
MT stabilizer Hoechst-high %: second read-out of MT stabilizer, no call of its own (marks repeat the call); % Hoechst-high responders; measured here: nuclear condensation Hoechst responders;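 share of cells brighter than vehicle mean plus two SD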
MT stabilizer cytotoxicity %: second read-out of MT stabilizer, no call of its own (marks repeat the call); toxicity, %; measured here: cytotoxicity by cell density;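 0% = mean cell density of plate MIN control wells and 100% = no cells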
Autophagy mod cell loss 18 h: recorded beside Autophagy mod, whose call it bears; toxicity, %; measured here: cell loss, nuclei count;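 cell loss after 18 h compound exposure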
* = called active by the depositor; i = inactive; nt = no result given; + = active, no number.

SMILES	Autophagy mod	Autophagy mod cell loss 18 h	ER stress rescue	Yfh1-off respiration	P. falciparum M1AAP	Hep lipid drop	Hep lipid drop cells 6.5 µM	Dynein cargo inh	Dynein cargo inh cytoplasmic EGFP	Dynein cargo inh nuclear GR-EGFP	Dynein cargo inh cell count	MT stabilizer	MT stabilizer Hoechst-high %	MT stabilizer cytotoxicity %	Insulin prom up	Insulin prom up cell count	M17LAP inhibition
CCN(CC)c1ccc(/C=N/N2CCN(Cc3ccccc3Cl)CC2)c(O)c1	nt	nt	nt	i	0%	2	794	-0.18	-0.27	-0.5	2.3	nt	nt	nt	-0.53	1020	-3%
CSc1nsc(SCC(=O)Nc2ccc(C(C)=O)cc2)n1	i	-3	-1.2%	i	10%	28	767	-0.76	-0.2	-0.35	1.1	1.8	1.4	7.6	1	795	5%
Cc1ccc(N(CC(O)Cn2c3ccccc3c3ccccc32)S(C)(=O)=O)cc1 (centres undefined)	i	-8	-2.4%	i	1%	-4	759	0.25	-0.17	0.48	-0.31	2.3	1.4	7.5	nt	nt	-3%
COC(=O)c1cccc(NC(=O)c2ccc(S(=O)(=O)N3CCN(C)CC3)cc2)c1	i	-4	-0.6%	i	-2%	nt	nt	-0.3	-0.2	0.0033	0.16	1.9	2.5	7.1	-0.42	872	-6%
Cn1nc(C(C)(C)C)cc1NC(=O)Nc1ccc(Cl)cc1	nt	nt	nt	i	5%	-4	677	0.3	-0.27	-0.11	0.27	nt	nt	nt	-0.2	1416	4%
COc1ccc(-c2nc(-c3cccs3)no2)cc1	nt	nt	nt	i	4%	6	607	0.062	-0.25	0.42	0.33	nt	nt	nt	0.33	1042	0%
O=C(C1=C(O)/C(=C/c2ccc(O)cc2)CCC1)C(F)(F)F	i	-7	-4.4%	i	4%	-8	726	-2	1.5	-0.66	-2.8	3.3	1.3	5.7	nt	nt	28%
CSc1ccccc1NC(=O)c1cc(C2CC2)on1	nt	nt	-0.6%	i	2%	-11	579	-0.3	-0.23	-0.14	0.26	4.1	1.9	11	0.02	1812	2%
COc1cc(C(=O)OC(C)CN2CCCC2)cc(OC)c1OC (centres undefined)	i	-13	nt	i	-5%	-2	680	-0.084	-0.055	-0.063	0.63	4.0	2.7	3.9	-0.22	1236	-5%
Clc1nc(Nc2ccc(N3CCOCC3)cc2)c2ccccc2n1	i	1	-1.1%	i	3%	1	627	0.29	0.26	0.33	-1.6	1.6	0.4	2.3	0.09	1233	24%
COc1cc(NC(=O)C/C(C)=N/NC(=O)Cc2ccc(Cl)cc2)c(OC)cc1Cl	i	9	0.9%	i	9%	12	701	-0.23	-0.27	-0.064	0.48	6.6	1.7	8.0	0.34	1398	5%
Cn1c(=O)[nH]c(=O)c2c1nc(Br)n2CCSc1ncccn1	i	11	-1.9%	i	-4%	-3	690	3.2	0.56	2.8	-3.4	9.6	1.8	8.1	nt	nt	13%
COc1ccc(N2CC(C(=O)Nc3ccccc3C(=O)NCc3ccco3)CC2=O)cc1 (centres undefined)	i	0	-1.1%	i	5%	-18	697	-0.22	-0.12	0.085	0.99	2.8	1.4	5.8	-0.48	1327	3%
CCN(CC)CC(=O)N1c2ccccc2Sc2ccc(Cl)cc21	i	2	-1.6%	i	11%	-1	763	-0.35	-0.26	-0.23	-0.032	2.7	2.0	0.7	-0.52	1155	-1%
CC(C)(C)OC(=O)NCCc1nnc(SCc2c(Cl)cccc2Cl)o1	i	-3	0.9%	i	-2%	-11	731	0.82	-0.14	0.91	-0.38	2.6	1.5	6.4	nt	nt	-9%
C=CCOc1nc(-c2ccccc2Cl)nc2ccccc12	nt	nt	nt	i	-1%	-16	691	0.93	-0.2	0.89	0.048	nt	nt	nt	-0.95	1107	-5%
O=C(COc1ccc([N+](=O)[O-])cc1)N1CCN(c2nnc(-c3ccccc3)c3ccccc23)CC1	nt	nt	nt	i	-1%	-16	641	2.3	-0.56	0.87	-1.5	nt	nt	nt	-0.04	917	-3%
O=C(c1cc([N+](=O)[O-])ccc1Cl)N1CCN(Cc2ccc3c(c2)OCO3)CC1	i	14	0.6%	i	5%	-2	702	1.3	-0.21	0.86	-0.63	3.9	1.9	12	-0.53	1617	3%
CC(=Nc1ccc(C)cc1C)c1sc2ccccc2c1O	i	-12	-2.1%	i	3%	-10	674	0.16	2.1	1.1	-0.98	2.4	2.6	3.4	4*	1599*	-4%
Cc1cc(-c2nc(C)c(-c3nnc(SCC(=O)Nc4ccccc4)n3C)s2)no1	nt	nt	nt	i	-6%	1	715	1.1	-0.25	0.12	-0.17	nt	nt	nt	0.03	1314	2%

Single values from the results shown.
`CSc1ccccc1NC(=O)c1cc(C2CC2)on1` in Insulin prom up cell count is listed with 1812
`C=CCOc1nc(-c2ccccc2Cl)nc2ccccc12` in P. falciparum M1AAP is listed with -1%

(cont.)
SMILES	Autophagy mod	Autophagy mod cell loss 18 h	ER stress rescue	Yfh1-off respiration	P. falciparum M1AAP	Hep lipid drop	Hep lipid drop cells 6.5 µM	Dynein cargo inh	Dynein cargo inh cytoplasmic EGFP	Dynein cargo inh nuclear GR-EGFP	Dynein cargo inh cell count	MT stabilizer	MT stabilizer Hoechst-high %	MT stabilizer cytotoxicity %	Insulin prom up	Insulin prom up cell count	M17LAP inhibition
CC(/C=N/n1cnnc1)=C\c1ccco1	i	8	-1.1%	i	9%	17	780	-0.062	-0.23	0.2	0.73	4.4	3.5	6.2	0.05	1198	10%
CCN(CC)C(=O)CCCC(=O)N(CC)CC	i	4	-0.6%	i	5%	7	682	-1.1	-0.19	-0.73	0.046	1.5	2.4	6.5	-0.13	1218	-3%
CC(C)c1ccc(NCCC(=O)c2cccs2)cc1	i	4	4.0%	i	-2%	12	640	1.2	-0.25	0.67	-1.1	2.2	2.7	7.5	0.33	1350	-8%
O=C(CCC(=O)c1cccs1)NCc1cccnc1	i	16	-0.7%	i	-6%	-2	676	0.19	0.39	0.5	-0.23	9.1	2.2	4.3	-0.2	1064	-3%
O=C(Nc1ccc(F)cc1F)c1cccnc1	i	0	0.2%	nt	4%	nt	nt	-1	-0.16	-0.074	0.3	3.6	1.9	0.3	-0.16	1008	-5%
CC(C)c1cccc(C(C)C)c1NC(=O)COC(=O)c1ccc2c(c1)S(=O)(=O)c1ccccc1C2=O	i	-11	22%	i	-2%	11	660	0.013	-0.21	-0.24	0.38	4.4	3.0	2.5	nt	nt	3%
CSCCC1NC2(C(=O)Nc3ccc(Cl)cc32)[C@@H]2C(=O)N(C3CCCC3)C(=O)[C@H]12 (some centres undefined)	i	-3	-0.6%	i	-1%	nt	nt	1.6	-0.31	0.53	0.31	4.2	1.8	11	-0.56	1305	7%
O=C(NCc1ccncc1)c1ccc(Cl)c(S(=O)(=O)N2CCCCC2)c1	i	11	0.4%	i	2%	13	688	0.1	-0.3	0.14	0.14	3.3	1.9	8.8	-0.73	1569	3%
CCCCCCOc1ccc(/C(C)=N/NC2=NCCN2)cc1[N+](=O)[O-]	+	28*	-4.2%	i	17%	10	675	5.7	2.4	3.4	-4.1	3.9	2.1	8.0	-7.3	578	7%
CCCCn1c(CN2CCOCC2)nc2c1c(=O)n(C)c(=O)n2C	i	-1	-2.5%	i	nt	-5	546	-1.4	-0.12	-0.62	0.48	1.4	2.5	8.0	0.32	1982	nt
CCCc1[nH]c(=O)c(C#N)c2c1CCCC2	i	-4	-1.6%	i	11%	nt	nt	1.2	-0.16	0.9	-0.34	2.0	0.9	3.4	nt	nt	13%
Cc1c(C(C)O)nnn1-c1nonc1N (centres undefined)	i	16	-0.4%	i	5%	nt	nt	0.18	-0.27	0.25	-0.36	5.4	2.8	14	0.17	1523	-1%
O=C(O)Cc1ccc(O)c(F)c1	i	33	-1.7%	i	3%	5	715	0.14	-0.29	0.52	0.35	2.4	3.8	2.0	nt	nt	-2%
COc1ccc(CCNC(=O)C2CCCN(c3ncccn3)C2)cc1 (centres undefined)	i	11	-0.5%	i	5%	-6	702	-0.41	-0.27	-0.14	0.092	1.2	1.8	3.6	-0.29	1270	-3%
CCOC(=O)N/N=C/c1cn(CCCOc2ccccc2)c2ccccc12	i	1	-2.2%	i	16%	-11	641	0.34	-0.23	0.54	0.47	2.5	2.1	5.2	0.07	1167	1%
O=C(CCc1ccccc1)Nc1cccc(-c2nnc(-c3ccco3)o2)c1	i	-11	-1.6%	i	2%	-14	585	-0.075	-0.21	-0.0079	0.025	2.2	2.4	6.3	0.05	1848	-4%
CCn1cc(/C=N\NC(=O)c2ccccc2Cl)cn1	i	-4	-1.6%	i	-1%	22	727	0.44	-0.29	0.13	-0.58	1.9	3.4	11	0.54	1130	-10%
O=C(COC(=O)C12CC3CC(CC(C3)C1)C2)NCc1ccco1	i	4	-1.1%	i	-1%	-4	711	0.11	-0.055	0.64	-2.1	4.4	1.8	5.3	-1.1	1315	48%

A different layout for part of the listing above.
Fields: Autophagy mod, Autophagy mod cell loss 18 h, ER stress rescue, Yfh1-off respiration, P. falciparum M1AAP, Hep lipid drop, Hep lipid drop cells 6.5 µM, Dynein cargo inh, Dynein cargo inh cytoplasmic EGFP, Dynein cargo inh nuclear GR-EGFP, Dynein cargo inh cell count, MT stabilizer, MT stabilizer Hoechst-high %, MT stabilizer cytotoxicity %, Insulin prom up, Insulin prom up cell count, M17LAP inhibition
O=C(Nc1ccc(F)cc1F)c1cccnc1
  i, 0, 0.2%, nt, 4%, nt, nt, -1, -0.16, -0.074, 0.3, 3.6, 1.9, 0.3, -0.16, 1008, -5%
CC(C)c1cccc(C(C)C)c1NC(=O)COC(=O)c1ccc2c(c1)S(=O)(=O)c1ccccc1C2=O
  i, -11, 22%, i, -2%, 11, 660, 0.013, -0.21, -0.24, 0.38, 4.4, 3.0, 2.5, nt, nt, 3%

High-throughput results as filed in PubChem BioAssay.
